INS-1E GSIS act: GLuc luminescence reporter in INS-1E cells, primary screen for activators of glucose-dependent secretion of insulin; 370,000 tested, 0.61% active; AID 743287; activation, % at 16.6 µM; INS-1E GLuc reporter insulin secretion, 2-3 h;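 active = lowest replicate activation of at least 40%, so every replicate reaches that level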;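 note: 0% = median of neutral control wells and 100% = median of IBMX positive control wells; some compounds called inactive have numbers as strong as hits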
CFTR F508del cor: correctors of CFTR F508del function in bronchial epithelial cells; CFBE cells, YFP halide quenching; stimulated with forskolin plus potentiator P3; % fluorescence drop versus neutral controls; activity (quench increase), % at 7.58 µM; 350,000 tested, 0.36% active; AID 720511;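 active = mean added fluorescence quench of at least 8% versus neutral control, with both replicates also reaching 8%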;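 note: cells transiently co-express mutant CFTR-F508del with the halide-sensitive YFP; corrector assay measuring rescue of mutant channel to the surface after 24 h compound exposure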
PglD DTNB: inhibitors of Campylobacter jejuni PglD acetyltransferase | inhibition, % at 12.5 µM | 360,000 tested, 0.098% active | purified PglD enzyme, DTNB colorimetric CoA detection | AID 602405; in the data active = inhibition above about 16%, passing the limit was not always enough; note: strong numbers were not always called active
Cneo AK release: causes C. neoformans cell lysis. adenylate kinase release luminescence, 4 h; normalised: neutral wells 0, clomiphene wells 100. lysis activity, % at 15 µM. 360,000 tested, 0.2% active. AID 651654;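 active = mean lysis activity across replicates of at least 80%, whatever share of replicates individually reach that level; inactive = mean lysis activity below 80%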
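read-out = cell lysis signal | test system = log-phase Cryptococcus neoformans yeast cells | input = cells at 5 × 10^6 per mL | medium = fresh YPD growth medium | signal = luminescent adenylate kinase detection reagent | timing = 4 h at 37 °C static, read 1 h later | dosing = single dose | controls = Clomiphene as positive lysis control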
miR122 inh: miR-122 inhibition in Huh7 cells; Huh7 miR-122 Renilla luciferase sensor, 48 h; neutral wells = 0, positive control = 100; activation (reporter increase), % at 12.5 µM; 340,000 tested, 0.3% active; AID 602342;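 active = mean replicate activation score at least 90 and every replicate individually at or above 90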;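 note: higher luciferase means less miR-122 activity so hits act as miR-122 inhibitors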
PGC1a acetyl inh: lowers PGC1a acetylation signal in U2OS cells; AlphaScreen anti-acetyl-lysine; with virally co-expressed GCN5 acetyltransferase; inhibition, % at 15.6 µM; 350,000 tested, 0.17% active;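 active = every replicate shows inhibition of at least 40%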;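 note: 0% = neutral control wells and 100% = positive control wells; some results beyond the cut were filed as inactive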
Statin myotox sup: suppressors of simvastatin-induced myotoxicity in C2C12 myotubes; ATP luminescence, 48 h; scaled: DMSO 0, geranylgeraniol control 100; AID 602340; 330,000 tested, 0.78% active; rescue of ATP level, % at 7.49 µM;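 active = mean ATP rescue above about 67%, or every replicate alone reaching that limit, limit read from the data, passing the limit was not always enough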;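 note: myotubes were challenged with 10 µM simvastatin during compound exposure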
FN deposit inh: fibronectin deposition inhibition | AH1F fibroblasts, Alexa488-fibronectin deposition fluorescence, overnight | inhibition, % at 12.6 µM | 350,000 tested, 0.086% active;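 active = mean inhibition across replicates of 30% or more, regardless of how many single replicates reach that level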;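 note: positive control wells lacked labelled fibronectin entirely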
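Assay system: AH1F fibroblasts / Quantity: 10000 cells per well / Medium: DMEM plus 2% serum, read in PBS / Reagent: labelled fibronectin 24 nM / Dosing: single dose, pinned / Times: 1 h cell attachment, overnight exposure to compound and label / Signal: fluorescence, ex 485 nm, em 525 nm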
* = called active by the depositor; x = no result given; & = joins results of further samples; ! = repeats disagree; [ ] = another dose, or the depositor's remark.

Keys: A = INS-1E GSIS act; B = CFTR F508del cor; C = PglD DTNB; D = Cneo AK release; E = miR122 inh; F = PGC1a acetyl inh; G = Statin myotox sup; H = FN deposit inh
1: COc1ccc(-c2[nH][nH]c(=O)c2NC(=O)c2ccccc2Br)cc1
  A = 3	B = -0.2	C = -3	D = -8	E = -7	F = -3	G = 3	H = 3

2: COc1ccccc1N1CCN(CC(=O)Nc2ccnn2C2CCCC2)CC1
  A = 10	B = -0.1	C = -2	D = -1	E = -4	F = 6	G = -3	H = 1

3: CCOC(=O)C(Sc1nnc(-c2ccncc2)o1)C(C)=O (stereo unspecified)
  A = x	B = x	C = 1	D = -1	E = 10	F = -3	G = 7	H = x

4: N#Cc1ccc(C23CC4(C2)[C@H](CN(Cc2cccnc2)[C@@H]4c2ccccc2)C3c2ccccc2)cc1 (stereo partly specified)
  A = 14	B = -0.2	C = 0	D = -1	E = 16	F = x	G = -7	H = 0

5: O=C(Nc1ccncc1)C1CCN(S(=O)(=O)c2ccccc2C(F)(F)F)CC1
  A = 0	B = -4.4	C = 9	D = 21	E = 5	F = 2	G = -14	H = -12

6: CCCCCC/C(=N\NS(C)(=O)=O)c1ccccc1
  A = x	B = x	C = -4	D = 1	E = 2	F = 4	G = 8	H = 0

7: Cc1ccc(CNC(=O)C2CCC(CNc3c(N4CCOCC4)c(=O)c3=O)CC2)cc1 (stereo unspecified)
  A = 11	B = 0.9	C = -2	D = 0	E = 2	F = -22	G = 17	H = -2

8: Cc1cc2c3c(c1)C1(SCC(=O)N1c1ccc(F)cc1)C(=O)N3C(C)(C)CC2C (stereo unspecified)
  A = -9	B = x	C = -1	D = 0	E = -15	F = -59	G = 110*	H = -7

9: CC1=C(C(=O)OCCC#N)C(c2cc3c(cc2Br)OCO3)NC(=O)N1 (stereo unspecified)
  A = 3	B = -3.1	C = -6	D = -5	E = x	F = x	G = 1	H = 2

10: O=C(NC(=S)Nc1ccccc1O)c1ccc(-c2ccc(Cl)cc2)o1
  A = x	B = x	C = 0	D = -4	E = 8	F = 5	G = -12	H = x

11: CCNC(=O)C[C@H]1CC[C@@H]2[C@H](COc3ccc(NC(=O)c4ccc5c(c4)OCO5)cc3C(=O)N2C)O1
  A = 3	B = -2.4	C = 1	D = 1	E = -8[16.7 µM]	F = -4	G = 22	H = -29

12: CNC(=O)C[C@H]1CC[C@H]2[C@@H](COc3ccc(NC(=O)c4ccccc4Cl)cc3C(=O)N2C)O1
  A = x	B = 1.5	C = 2	D = -1	E = 2[16.7 µM]	F = -5	G = 4	H = x

13: Cc1cccc(N2CC(c3nc4ccccc4n3C)CC2=O)c1C (stereo unspecified)
  A = 15	B = 4.2	C = 7	D = -2	E = 0	F = x	G = 6	H = -15

14: O=C(CNC(=O)c1ccc(Br)o1)NNC(=O)c1ccccc1
  A = -1	B = -2.2	C = 3	D = 0	E = -9	F = 6	G = 1	H = -2

15: O=C(c1ccc2c(c1)OCCCO2)c1cccs1
  A = x	B = x	C = 6	D = -4	E = -4	F = -6	G = 5	H = -5

3 compounds already listed, sorted by number of heavy atoms, rising.
Keys: A = INS-1E GSIS act; B = CFTR F508del cor; C = PglD DTNB; D = Cneo AK release; E = miR122 inh; F = PGC1a acetyl inh; G = Statin myotox sup; H = FN deposit inh
1: COc1ccc(-c2[nH][nH]c(=O)c2NC(=O)c2ccccc2Br)cc1
  A = 3	B = -0.2	C = -3	D = -8	E = -7	F = -3	G = 3	H = 3

10: O=C(NC(=S)Nc1ccccc1O)c1ccc(-c2ccc(Cl)cc2)o1
  A = x	B = x	C = 0	D = -4	E = 8	F = 5	G = -12	H = x

8: Cc1cc2c3c(c1)C1(SCC(=O)N1c1ccc(F)cc1)C(=O)N3C(C)(C)CC2C (stereo unspecified)
  A = -9	B = x	C = -1	D = 0	E = -15	F = -59	G = 110*	H = -7

The main list resumes; the 2 compounds before the break are reprinted first.
Keys: A = INS-1E GSIS act; B = CFTR F508del cor; C = PglD DTNB; D = Cneo AK release; E = miR122 inh; F = PGC1a acetyl inh; G = Statin myotox sup; H = FN deposit inh
14: O=C(CNC(=O)c1ccc(Br)o1)NNC(=O)c1ccccc1
  A = -1	B = -2.2	C = 3	D = 0	E = -9	F = 6	G = 1	H = -2

15: O=C(c1ccc2c(c1)OCCCO2)c1cccs1
  A = x	B = x	C = 6	D = -4	E = -4	F = -6	G = 5	H = -5

16: O=C(COc1ccc(Cl)cc1Cl)NCCN1CCCCC1
  A = x	B = x	C = 2	D = -1	E = -2	F = 5	G = 7	H = -4

17: CCCS(=O)(=O)NC(=O)C1(C)CCN1C(=O)Cc1ccc(Cl)cc1Cl (stereo unspecified)
  A = 2	B = 5.8	C = 3	D = -2	E = -6	F = 6	G = -1	H = -3

18: Cn1c(=O)n(C)c2cc(NS(=O)(=O)c3ccc(Cl)s3)ccc21
  A = -6	B = -1.0	C = -6	D = 0	E = 18	F = -5	G = -6	H = -11

19: CCOC(=O)N1CCC(NC(=O)CN(c2ccc(C(C)C)cc2)S(=O)(=O)c2c(C)nn(C)c2C)CC1
  A = 10	B = 0.0	C = 2	D = -2	E = -12	F = 1	G = -4	H = -10

20: CC(C)C#Cc1ccc([C@@H]2[C@@H](CO)N3CCCCN(C(=O)c4ccc(F)cc4)C[C@@H]23)cc1
  A = -8	B = 3.8	C = 0	D = 37	E = 1[16.7 µM]	F = -3	G = -6	H = x

21: O=C(C[C@@H]1C=C[C@@H](NC(=O)Nc2cc(F)ccc2F)[C@@H](CO)O1)NCc1ccncn1
  A = 23	B = -2.7	C = -2	D = 0	E = x	F = -2	G = -7	H = 1

22: COc1ccc(C2C(C(=O)NC(C)C)c3ccccc3C(=O)N2C)cc1OC (stereo unspecified)
  A = x	B = x	C = -3	D = 10	E = -2	F = 4	G = 1	H = 5

23: CCOC(=O)C1=C(C)NC(=O)NC1c1cccc(O)c1 (stereo unspecified)
  A = 5	B = x	C = x	D = 1	E = 9	F = 3	G = -14	H = 6

24: O=C(CNC(=O)Cc1ccccc1)NCC(=O)OCc1ccc(C(=O)c2ccccc2)cc1
  A = -13	B = -3.0	C = 1	D = 1	E = -2	F = 8	G = 20	H = x

25: O=C(OCc1cn([C@@H]2C[C@H](c3ccccc3)N(Cc3cccs3)C[C@H]2O)nn1)c1ccccc1
  A = -10	B = -5.1	C = -4	D = 1	E = -7	F = x	G = 14	H = 2

26: CCOc1cc(C(=O)NCCOC)cc(OCC)c1OCC
  A = 11	B = x	C = -9	D = -2	E = 4	F = 1	G = -2	H = x

27: O=C(C[C@@H]1C[C@H]2c3cc(NC(=O)Cc4ccncc4)ccc3O[C@H]2[C@@H](CO)O1)NCC1CC1
  A = 11	B = -1.5	C = 1	D = -6	E = 2[16.7 µM]	F = -2	G = -1	H = -1

28: Cc1cc(C(C)(C)C)ccc1OCC(=O)N/N=C\c1c(C)n(C)n(-c2ccccc2)c1=O
  A = -4	B = -3.4	C = -4	D = -1	E = x	F = x	G = 0	H = -7

29: COc1cccc(NC(=O)Nc2ccc(Cc3ccncc3)cc2)c1
  A = 13	B = x	C = -11	D = -2	E = 6	F = 3	G = x	H = 0

30: COc1ccccc1NC(=S)N1CCNC(=O)C1CC(=O)Nc1cccc(C)c1 (stereo unspecified)
  A = 16	B = -5.2	C = x	D = x	E = 0	F = 7	G = 2	H = 7

Limited to INS-1E GSIS act (3 entries from above):
item	SMILES	INS-1E GSIS act
23	CCOC(=O)C1=C(C)NC(=O)NC1c1cccc(O)c1 (stereo unspecified)	5
27	O=C(C[C@@H]1C[C@H]2c3cc(NC(=O)Cc4ccncc4)ccc3O[C@H]2[C@@H](CO)O1)NCC1CC1	11
29	COc1cccc(NC(=O)Nc2ccc(Cc3ccncc3)cc2)c1	13

The list continues:
Keys: A = INS-1E GSIS act; B = CFTR F508del cor; C = PglD DTNB; D = Cneo AK release; E = miR122 inh; F = PGC1a acetyl inh; G = Statin myotox sup; H = FN deposit inh
31: CSCCC(=O)N1CCCC(CNC(=O)c2ccccc2Cl)C1 (stereo unspecified)
  A = -5	B = 2.1	C = x	D = x	E = 1	F = 12	G = x	H = 6

32: C[C@H]1CN([C@@H](C)CO)S(=O)(=O)c2ccc(Br)cc2O[C@H]1CN(C)S(=O)(=O)c1ccccc1F
  A = 3&18	B = 1.0&-2.5	C = 3&5	D = 104*!	E = 179*![16.7 µM]	F = -30	G = 7&12	H = 8

33: CCC(=O)c1ccc(OCC(=O)OCC(=O)N(CCC#N)c2ccc3c(c2)OCCO3)cc1
  A = -22	B = -0.5	C = x	D = x	E = -9	F = 1	G = 7	H = 2

34: CN1CCN(NC(=S)NC(C)(C)CC(C)(C)C)CC1
  A = 3	B = -2.5	C = 5	D = 13	E = 3	F = x	G = -12	H = -7

35: COc1ccccc1NS(=O)(=O)c1cccc(C(=O)NCC2(N3CCCCC3)CCCCC2)c1
  A = 8	B = 0.5	C = -5	D = -2	E = -1	F = -13	G = -24	H = 2

36: COc1cc(C(=O)Oc2ccc(Br)cc2C(=S)N2CCOCC2)cc(OC)c1OC
  A = -14	B = 1.2	C = 4	D = -3	E = x	F = x	G = 0	H = 2

37: CC(C)c1ccc(S(=O)(=O)c2n[nH]n3c2nc(=O)c2ccccc23)cc1
  A = 2	B = x	C = -8	D = -1	E = x	F = -8	G = -23	H = x

38: COC(=O)c1cc(S(=O)(=O)NCC2CCN(Cc3cccc(F)c3)CC2)cn1C
  A = 1	B = 1.8	C = -1	D = 1	E = 0	F = 3	G = 2	H = -1

39: CN1C(=O)c2cc(NC(=O)c3cccc(C(F)(F)F)c3)ccc2OC[C@@H]2O[C@@H](CC(=O)NCCN3CCCC3)CC[C@@H]21
  A = 7	B = -2.4	C = 0	D = 2	E = -48[16.7 µM]	F = -4	G = -18	H = 0

40: Cc1ccc(S(=O)(=O)NC(=O)Nc2cc(C(C)(C)C)on2)cc1
  A = 5	B = -0.7	C = -5	D = 1	E = -1	F = 18	G = x	H = 2

41: COc1ccc(-c2c3c(=O)n(C)c(=O)n(C)c3cn2Cc2cccnc2)cc1
  A = x	B = x	C = 8	D = 1	E = 3	F = 1	G = -12	H = x

42: COc1ccc(C(=O)NCC(=O)Nc2cccc(S(=O)(=O)N3CCCC3)c2)cc1
  A = -6	B = -2.0	C = 2	D = -1	E = x	F = x	G = 1	H = -4

43: CCOC(=O)c1nnn(CC(=O)Nc2cccc(OC)c2)c1C(=O)OCC
  A = x	B = x	C = -2	D = 1	E = -6	F = 47	G = 15	H = 4

44: C/C=C/c1ccc([C@H]2[C@@H](CO)N(C(=O)C3CCCC3)C23CN(C(=O)NC(C)C)C3)cc1
  A = -17	B = -1.2	C = x	D = x	E = x	F = -8	G = x	H = 10

45: CC1=C(C(=O)N2CCCCC2)C2(CCC(C)CC2)OC1=O (stereo unspecified)
  A = 17	B = 1.5	C = 1	D = -1	E = x	F = x	G = 1	H = -9

46: CCc1c(C)sc(NC(=O)c2cc(C)on2)c1C#N
  A = x	B = x	C = -4	D = -3	E = -1	F = 9	G = 20	H = x

Compound activity deposited in PubChem by Broad Institute.
